Pin1 inh – qHTS Assay to Find Inhibitors of Pin1 | Potency, µM (doses to about 115 µM), for inactives: at the top dose activity, negative = inhibition, actives largely listed as inhibitors | Pin1 FP peptide displacement, HiFluor488, 10 min | 390,000 tested, 0.009% active; active = well fitted inhibition curve with a large enough effect in the polarisation, with a control signal flat, not every such curve was filed as active; inconclusive = small, poorly fitted or top-dose-only effect, or effect the other way, or a change in a side signal; inactive = no such curve, though single readings can be large or run the other way; the % refers to the polarisation; note: % is set by controls: 0 for no effect and ±100 for the full control effect
Target sequence (Q13526 whole entry, looked up): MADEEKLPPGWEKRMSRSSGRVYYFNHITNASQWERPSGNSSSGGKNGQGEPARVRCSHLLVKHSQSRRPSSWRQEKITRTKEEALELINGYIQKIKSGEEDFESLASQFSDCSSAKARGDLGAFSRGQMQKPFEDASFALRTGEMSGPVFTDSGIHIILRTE
JMJD2A Tudor inh – qHTS Assay for Inhibitors of JMJD2A-Tudor Domain | Lysine-specific demethylase 4A (Homo sapiens), O75164 | AlphaScreen JMJD2A-Tudor / H3K4me3 peptide binding | Potency, µM (top dose mostly 114 µM), for inactives: top-dose activity change, negative = inhibition, actives largely listed as inhibitors | 390,000 tested, 4.4% active | AID 504339, 2011; note: % is set by controls: 0 for no effect and ±100 for the full control effect; nearly all actives have a fitted effect of over 50% in size
rTrxR1 inhibitor – qHTS Assay for Inhibitors of Mammalian Selenoprotein Thioredoxin Reductase 1 (TrxR1): qHTS; Potency, µM (doses to about 114 µM), without a hit: at the top dose activity change, negative = inhibition, most hits filed as inhibitors; 390,000 tested, 1% active; Thioredoxin reductase 1, cytoplasmic (Rattus norvegicus), O89049; recombinant rTrxR1, NADPH fluorescence consumption, selenite substrate; AID 588453, 2011; note: % is set by controls: 0 for no effect and ±100 for the full control effect; nearly all actives have a fitted effect of over 65% in size
Target sequence (O89049 whole entry, looked up): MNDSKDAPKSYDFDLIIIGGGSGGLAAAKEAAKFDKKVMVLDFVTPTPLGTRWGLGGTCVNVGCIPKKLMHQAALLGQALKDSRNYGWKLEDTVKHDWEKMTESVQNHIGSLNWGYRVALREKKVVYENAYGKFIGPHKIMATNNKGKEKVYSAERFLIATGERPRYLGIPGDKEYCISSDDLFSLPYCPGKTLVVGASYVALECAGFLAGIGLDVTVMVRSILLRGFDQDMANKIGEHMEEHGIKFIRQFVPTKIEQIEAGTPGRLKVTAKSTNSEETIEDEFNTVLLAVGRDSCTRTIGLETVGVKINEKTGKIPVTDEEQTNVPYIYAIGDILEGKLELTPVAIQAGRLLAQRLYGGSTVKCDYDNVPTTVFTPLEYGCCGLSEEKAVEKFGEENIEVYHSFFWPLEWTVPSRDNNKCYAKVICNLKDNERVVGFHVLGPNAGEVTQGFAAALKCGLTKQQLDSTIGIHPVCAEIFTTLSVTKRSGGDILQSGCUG
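Rat TrxR1 (90 nM in the dispensed reagent) was pre-reduced with 400 uM NADPH for 5 min at room temperature, then incubated with compound for 15 min. After 400 uM selenite was added, NADPH fluorescence (Ex 340/Em 450 nm) was followed for 8 min.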
12-LOX inh – Primary qHTS assay for inhibitors of human arachidonate 12S-lipoxygenase (ALOX12): Round 2. Potency, µM (doses to about 108 µM), inactives show at the top dose activity change, negative = inhibition, hits mostly inhibitors. purified 12hLO, xylenol orange hydroperoxide absorbance. 580,000 tested, 1.1% active; note: % is set by controls: 0 for no effect and ±100 for the full control effect
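Purified human 12hLO (150 nM final) in 25 mM Hepes, 0.01% Triton X-100, pH 7.0 was preincubated 15 min at room temperature with compound. Then 40 uM arachidonic acid was added, 30 min. Hydroperoxide was read by Fe-XO absorbance ratio 573/405 nm.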
RGS4 inhibitor – Inhibitors of Regulator of G Protein Signaling (RGS) 4: qHTS; Potency, µM (doses to about 114 µM), without a hit: at the top dose activity change, negative = inhibition, actives largely listed as inhibitors; AID 504845, 2011; Regulator of G-protein signaling 4 (Homo sapiens), P49798; 390,000 tested, 0.039% active; Transcreener GDP fluorescence polarization, RGS4-accelerated GTP hydrolysis; note: % is set by controls: 0 for no effect and ±100 for the full control effect; nearly all actives have a fitted effect of over 75% in size; some results filed as inactive show a strong effect at the top dose
Target sequence (P49798 whole entry, looked up): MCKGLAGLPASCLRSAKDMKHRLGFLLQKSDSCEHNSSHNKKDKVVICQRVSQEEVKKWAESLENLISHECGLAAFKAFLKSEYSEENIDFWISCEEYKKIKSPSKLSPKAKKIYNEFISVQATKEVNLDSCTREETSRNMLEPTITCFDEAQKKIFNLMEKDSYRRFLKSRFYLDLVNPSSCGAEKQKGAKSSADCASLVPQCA
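MLSMR compounds (23 nl, pin-transferred) preincubated 10 min at room temperature with a 500nM (2x) first reagent, then RGS4 at 900nM (2x) plus Transcreener GDP mix added; fluorescence polarization (620/688 nm) read before and after 90 min at 30 °C.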
Tb PGK inh – qHTS Assay to Find Inhibitors of Phosphoglycerate Kinase; Potency, µM (highest dose often 57.5 µM), for the others: top-dose activity change, negative = inhibition, actives largely listed as inhibitors; 380,000 tested, 0.043% active; PGK/GAPDH coupled, Kinase-Glo luminescence, 60 min; note: % is set by controls: 0 for no effect and ±100 for the full control effect; nearly all actives have a fitted effect of over 60% in size
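Recombinant glycosomal PGK reaction used 1,3-bisphosphoglycerate generated in-well by GAPDH (100nM final) in 100mM TEA pH 7.6, 5mM MgCl2, 0.01% Tween-20. After 60 minutes at room temperature, ATP was read by Kinase-Glo Plus luminescence end-point.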
GLS inh – qHTS for Inhibitors of Glutaminase (GLS) | Glutaminase kidney isoform, mitochondrial (Homo sapiens), O94925 | GLS enzymatic activity, qHTS titration | Potency, µM (titrated, usually from 45.5 µM), without a hit: at the highest dose activity change, negative = inhibition, most hits filed as inhibitors | 410,000 tested, 0.21% active | AID 624170, 2012; note: % is set by controls: 0 for no effect and ±100 for the full control effect
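hKGA in 45 mM KH2PO4 pH 8.2, 0.02% Tween-20 with pin-transferred compounds; 1 mM L-glutamine (stock) plus glutamate oxidase/HRP/Amplex Red coupling added. Fluorescence read initially and after 30 min at RT.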
ERG-DNA inh – qHTS for Small Molecule Inhibitors of the ERG Ets/DNA interaction; Transcriptional regulator ERG (Homo sapiens), P11308; fluorescence polarization, His-ERG Ets domain / labelled DNA; Potency, µM (doses to about 76.9 µM), inactives show top-dose FP activity, negative = inhibition, hits mostly inhibitors; 370,000 tested, 0.028% active; AID 624246, 2012; active = well fitted inhibition curve with a large enough effect in the polarisation, with a control signal flat; inconclusive = small, poorly fitted or top-dose-only effect, or effect the other way, or a change in a side signal; inactive = no such curve, though single readings can be large or run the other way; the % refers to the polarisation;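 note: polarization taken with two DNA probes labelled with fluorescein and Texas red; % of control where 0% means no effect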
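His-tagged ERG Ets domain (1 uM in the protein solution; 300mM KCl, 50mM Tris-HCl, 1mM EDTA, 1mM DTT, pH 7.5) received compound, then a probe mix of 5 nM fluorescein-DNA and 100nM Texas-615-DNA. Fluorescence polarization was read for both dyes.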
HP1b binding inh – HTS for Inhibitors of HP1-beta Chromodomain Interactions with Methylated Histone Tails; Chromobox protein homolog 1 (Homo sapiens), P83916; AlphaScreen HP1-beta / biotin-H3K9me3 peptide binding; Potency, µM (series often up to 114 µM), for inactives: at the top dose activity change, negative = inhibition, usual class: inhibitors; 390,000 tested, 0.56% active; AID 540317, 2011; note: nearly all actives have a fitted effect of over 70% in size; inactives centre near 23
Target sequence (P83916 whole entry, looked up): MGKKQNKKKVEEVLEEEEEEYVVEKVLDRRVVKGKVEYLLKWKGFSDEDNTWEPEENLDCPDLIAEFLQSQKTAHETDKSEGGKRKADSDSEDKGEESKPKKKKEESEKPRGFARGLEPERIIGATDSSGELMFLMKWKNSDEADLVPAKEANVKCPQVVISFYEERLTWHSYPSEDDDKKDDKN
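AlphaScreen: HP1-beta (50 nM) preformed 30 min with biotin-H3(1-18)K9me3 peptide (50 nM) in PBS pH 7.4, 0.01% Tween-20. Compound added for 30 min at RT, then streptavidin donor/nickel chelate acceptor beads (10 ug/mL) for 30 min.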
Active calls of the source: *; i = inactive; ? = inconclusive; nt = no result given; & = joins results of further samples; [ ] = another dose, or the depositor's remark. Unless noted, calls come from the whole dose curve; as a rule, active = well fitted curve in the direction sought with a large enough effect; inconclusive = small, poorly fitted or top-dose-only effect, or another doubt; inactive = no such curve, though single readings can be large; an effect the other way counts as inactive or inconclusive. Potency is the fitted concentration of half-maximal effect. Only part of the results is shown, so the mix of outcomes need not match the whole.

Values run as follows: Pin1 inh, JMJD2A Tudor inh, rTrxR1 inhibitor, 12-LOX inh, RGS4 inhibitor, Tb PGK inh, GLS inh, ERG-DNA inh, HP1b binding inh
> CCCCOc1ccc(C(=O)N/N=C/c2cn[nH]c2-c2ccc(OC)c(OC)c2)cc1
  0%, -36%, -12%[57.1 µM], -6%, -6%, 7%, 5%, 2%, -8%
> COc1ccc(C)cc1NC(=O)CN1CCN(S(=O)(=O)c2ccc(Cl)cc2)CC1
  0%, -6%, 9%, 0%, 25%, 8%, 8%, -2%, 16%
> CCc1ccc(NC(=O)CSc2nc3n[nH]c(C)c3c(=N)n2-c2ccccc2C)cc1
  18%, -17%, 26%[57.1 µM], -10%, -17%, 0%, 4%, -19%, 0%
> OC[C@H](O)[C@H](O)[C@@H](O)[C@@H](O)[C@@H]1SC(c2ccccc2)=NN1c1ccccc1
  11%, ?, ?, 63%[activator], -24%, -9%, -5%, -20%, 8%
> O=C(CN1C(=O)COc2ccccc21)NCCCN1CCN(c2ccccc2F)CC1
  -2%, -9%, ?, 5%, 38%, -3%, 8%, 12%, 13%
> COc1ccccc1S(=O)(=O)Cc1ccc(C(=O)NC2CCCCC2)o1
  3%, -7%, -4%, 0%, -15%, -6%, -4%, 2%, 33%
> CN(C)c1ccc(C(=S)N2CCOCC2)cc1Br
  -6%, -15%, -11%, -18%, -34%, 0%, 8%, 7%, -23%
> O=c1[nH]cccc1-c1nc2ccccc2n1Cc1ccc(F)cc1
  -2%, 2%, -15%, 0%, 10%, 4%, -3%, 0%, 36%
> COc1cc([N+](=O)[O-])cc([N+](=O)[O-])c1NC(=O)N1CCOCC1
  0%, -12%, -19%[57.1 µM], -21%, -5%, 8%, -8%, -2%, 32%
> C[C@]12CCC(=O)C=C1[C@H](O)C[C@@H]1[C@@H]2[C@@H](O)C[C@@]2(C)[C@H]1CC[C@]2(O)C(=O)CO
  -3%, -14%, -15%, 16%, 11%, -4%, 1%, -7%, 7%

Record cards (already shown). Screens in order: Pin1 inh, JMJD2A Tudor inh, rTrxR1 inhibitor, 12-LOX inh, RGS4 inhibitor, Tb PGK inh, GLS inh, ERG-DNA inh, HP1b binding inh
COc1ccc(C)cc1NC(=O)CN1CCN(S(=O)(=O)c2ccc(Cl)cc2)CC1 as listed: 0%, -6%, 9%, 0%, 25%, 8%, 8%, -2%, 16%
CCc1ccc(NC(=O)CSc2nc3n[nH]c(C)c3c(=N)n2-c2ccccc2C)cc1 as listed: 18%, -17%, 26%[57.1 µM], -10%, -17%, 0%, 4%, -19%, 0%
COc1cc([N+](=O)[O-])cc([N+](=O)[O-])c1NC(=O)N1CCOCC1 as listed: 0%, -12%, -19%[57.1 µM], -21%, -5%, 8%, -8%, -2%, 32%

The list continues:
Values run as follows: Pin1 inh, JMJD2A Tudor inh, rTrxR1 inhibitor, 12-LOX inh, RGS4 inhibitor, Tb PGK inh, GLS inh, ERG-DNA inh, HP1b binding inh
> Nc1nnc(SCC(=O)NCCNC(=O)CSc2nnc(N)s2)s1
  0%, -9%, 0%, -9%, -7%, 7%, 0%, 0%, 50%[activator]
> CCCc1ccc(NC(=O)C2CCN(c3cnccn3)CC2)cc1
  1%&2%, -24%&-1%, 14%&3%, -4%&-27%, 18%&4%, -8%, -9%&-8%, -2%&0%, 17%&31%
> CCn1c(SCC(=O)Nc2nc3ccccc3s2)nc2c(c1=O)SC(C)C2 (stereo not given)
  -2%, -32%, 11%[57.1 µM], ?, -11%, -2%, 7%, 4%, -15%
> CC1CCN(C(=O)COC(=O)c2ccc(=O)n(Cc3ccccc3)n2)CC1
  -9%, -12%, -2%, 3%, 2%, i, -1%, ?, 23%
> CC1CC(C)CN(CCCNC(=O)c2ccc3c(c2)NC(=O)C(N2CCCCC2)S3)C1 (stereo not given)
  -4%, -24%, -12%, 9%, -24%, -9%, 3%, 5%, 5%
> CCO[C@H]1OC(C(=O)N2CCN(C)CC2)=C[C@@H](c2ccc(Br)cc2)[C@@H]1CCCO
  -5%, -19%, -8%, 8%, 1%, -8%, 3%, -2%, 29%
> Cc1ccc(S(=O)(=O)NC2(C(F)(F)F)NC(=O)N(Cc3ccccc3)C2=O)cc1 (stereo not given)
  2%, -6%, 1%, -2%, -13%, 4%, 10%, 9%, 20%
> O=C1CCc2cc(S(=O)(=O)N3CCCC3C(=O)N3CCN(c4ccccc4)CC3)ccc2N1 (stereo not given)
  0%, -12%, 12%[57.1 µM], 21%, -37%, -8%, 7%, 1%, 23%
> Cc1ccc2cc(/C=C(\C#N)C(N)=O)c(N3CCCCC3)nc2c1
  ?, -1%, -10%, -19%, -11%, 7%, 0%, 9%, 45%[activator]
> Cc1cc2c(cc(C(=O)OC(C)C(=O)NCc3ccc(F)cc3)n2C)o1 (stereo not given)
  ?, -17%, 17%, 0%, 6%, 12%, 10%, 2%, 13%[57 µM]

More structures:
Values run as follows: Pin1 inh, JMJD2A Tudor inh, rTrxR1 inhibitor, 12-LOX inh, RGS4 inhibitor, Tb PGK inh, GLS inh, ERG-DNA inh, HP1b binding inh
> C[C@H](NC(=O)N1CCn2c1nc1ccccc12)C(=O)NCC1CCCO1 (stereo not given in full)
  -4%, -7%, -7%, 19%, -10%, -1%, -6%, 7%, 56%[activator]
> Cc1cc(C)n(-c2ccc(Cl)c(C(=O)NCc3ccccc3)n2)n1
  -11%, -10%, 24%[57.1 µM], 1%, -5%, 5%, 1%, -1%, 13%
> COc1cc(C(=O)NC2CCCC(C)C2C)ccc1OCC(=O)N1CCOCC1 (stereo not given)
  5%, 16%, 21%, 8%, -16%, -7%, -6%, -1%, 20%
> O=Cc1cc(Cl)ccc1OCCN1CCC(Cc2ccccc2)CC1
  -1%, 20µM*, -1%, 2.2µM*, 5%, -6%, 8%, -8%, ?
> Cc1cccc(NC(=O)c2ccc(S(=O)(=O)N3CCC(C)CC3)cc2)n1
  -1%, -5%, 38%, 0%, -7%, i, 2%, 4%, 41%[activator]
> FC(F)Oc1ccc(-c2csc(NNC3=NCCCCC3)n2)cc1
  -9%, ?, 24%[57.1 µM], ?, ?, i, ?, 2%, ?
> CC1CCN(S(=O)(=O)c2ccc(NC(=O)CSc3ncccc3C(=O)O)cc2)CC1
  3%, -11%, 19%, 1%, -17%, 0%, 18%, nt, 11%
> CCCc1ccc(C(=O)NNc2ccccc2F)cc1
  4%, -10%, 18%, ?, -17%, -8%, -1%, -2%, 63%[activator]
> Cc1cc(C(=O)CSc2nc3ccc(Cl)cc3[nH]2)c(C)n1Cc1ccco1
  ?, -15%, ?, ?, -23%, 1%, 2%, 29%, 40%[activator]
> O=C(COc1cccc([N+](=O)[O-])c1)NN1C(=O)c2ccccc2C1=O
  -8%, -16%, 3%[57.1 µM], 1%, 22%, 4%, 5%, 1%, 7%

Entries above containing two or more sulfur atoms, in the order listed:
Values run as follows: Pin1 inh, JMJD2A Tudor inh, rTrxR1 inhibitor, 12-LOX inh, RGS4 inhibitor, Tb PGK inh, GLS inh, ERG-DNA inh, HP1b binding inh
> Nc1nnc(SCC(=O)NCCNC(=O)CSc2nnc(N)s2)s1
  0%, -9%, 0%, -9%, -7%, 7%, 0%, 0%, 50%[activator]
> CCn1c(SCC(=O)Nc2nc3ccccc3s2)nc2c(c1=O)SC(C)C2 (stereo not given)
  -2%, -32%, 11%[57.1 µM], ?, -11%, -2%, 7%, 4%, -15%
> CC1CCN(S(=O)(=O)c2ccc(NC(=O)CSc3ncccc3C(=O)O)cc2)CC1
  3%, -11%, 19%, 1%, -17%, 0%, 18%, nt, 11%

(list continues)
Values run as follows: Pin1 inh, JMJD2A Tudor inh, rTrxR1 inhibitor, 12-LOX inh, RGS4 inhibitor, Tb PGK inh, GLS inh, ERG-DNA inh, HP1b binding inh
> CCOc1ccc(Nc2ncnc3c2cnn3-c2ccc(F)cc2)cc1
  -3%, -11%, 20%[57.1 µM], -20%, 1%, -8%, -8%, 3%, 22%
> O=C(CSc1nnc2ccc(-c3cccnc3)nn12)Nc1ccccc1
  -4%, -13%, -10%, 9%, 3%, -6%, 1%, -5%, 18%
> CCC(=O)c1ccccc1OCCN1C(=O)NC(C)(C)C1=O
  -1%, -21%, -9%, 1%, 9%, i, -2%, 7%, 13%
> CNCC(O)C(O)C(O)C(O)CO (stereo not given)
  -11%, -15%, -6%, 22%, -1%, -4%, 17%, -7%, 22%
> Cn1c(O)c(/C=C2\C=NN=C2c2ccccc2)sc1=S
  -3%, -22%, 33%, 10%, 15%, -5%, -1%, 2%, 15%
> CC(C)(C)OC(=O)N1CCC(c2c(C(=O)NCc3cccc(Cl)c3)cnn2-c2ccc(F)cc2)CC1
  1%, -3%, 14%, -26%, -1%, -2%, -2%, 3%, 38%
> Cc1ccc(N=Nc2c(C)[nH]n(-c3ccccc3)c2=O)c(C)c1
  -8%, 11µM*, 12%[57.1 µM], 3%, ?, 1%, 0%, -1%, 22µM*

Source: PubChem
